SIAH1 antagonists: Siah-1 peptide-binding antagonists, primary screen, biochemical, fluorescence polarization, rhodamine-plectin, uHTS (AID 1817); Siah-1 / rhodamine-plectin peptide fluorescence polarization; higher % means a stronger effect; hit rate 0.02% among 290,000; one-dose displacement, % at 20 µM; IC50 in µM for titrated hits;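 active = displacement of at least 50% at 20 µM, with a fluorescence ratio check between 0.3 and a set limit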;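 note: plate controls were Siah plus tracer with DMSO for no effect and tracer alone without Siah for full effect; strong numbers were not always called active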
PMI inhibition: human PMI inhibitors, high substrate, primary screen, biochemical, fluorescence intensity, high mannose 6-phosphate (AID 1220); recombinant PMI enzyme, coupled fluorescence intensity; higher % means a stronger effect; inhibition, % at 20 µM, or IC50 in µM where a hit was titrated; hit rate 0.66% among 190,000
TNAP activators: stimulation of alkaline phosphatase TNAP activity – biochemical, luminescent, no phosphate acceptor, uHTS, primary screen (AID 1001) | purified TNAP, luminescent activation assay, no phosphate acceptor; higher activation fold means a stronger effect | hit rate 0.03% among 200,000 | one-dose activation fold at 20 µM; EC50 in µM for titrated hits; in the data active = activation fold from about 3, or a potency from the dose series; inactive = the rest, 99 in 100 with activation fold below about 1.6; note: many of its hits are not listed in these tables
Salmonella PhoP GFP: PhoP-dependent GFP reporter repression – Salmonella Typhimurium, primary screen (AID 1863); S. Typhimurium PhoP-regulated promoter GFP reporter, 4 h; higher % means a stronger effect; inhibition, % at 50 µM, or IC50 in µM where a hit was titrated; hit rate 0.16% among 300,000;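 active = inhibition over 29.93%, a cutoff 3 SD above the screen mean, later confirmed by dose response; inconclusive = inhibition over 29.93% but no dose response follow-up; inactive = inhibition at most 29.93% or unconfirmed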;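 note: 0% = low Mg2+ inducing control and 100% = high Mg2+ repressing control; strong numbers were not always called active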
XIAP displacement: small molecules displacing peptide from XIAP – biochemical, IAP family, fluorescence polarization (AID 1018). XIAP BIR domain, fluorescence polarization peptide displacement; higher % means a stronger effect. one-dose displacement, % at 20 µM; IC50 in µM for titrated hits. hit rate 0.007% among 200,000; in the data active = displacement above about 50%; note: a part of the inactive calls stands beside numbers as strong as those of hits
WT yeast gro inh: growth inhibition of WT yeast, mitochondrial fusion screen | mitochondrial fusion phenotypic screen, WT strain | AID 1362 | hit rate 2.1% among 190,000 | inhibition, % at 10 µM; in the data active = inhibition above about 58%; tested in S. cerevisiae
RSV CPE inhibition: RSV antiviral activity via CPE protection, HEp-2 cells, primary 10 µM value included (AID 2391); CPE inhibition, % at 10 µM; hits with a dose series show IC50 in µM; HEp-2 cells, RSV-induced CPE inhibition; higher % means a stronger effect; hit rate 0.13% among 310,000; in the data active = a potency from the dose series; inconclusive = CPE inhibition mostly from about 23% at the one dose, without a potency; inactive = the rest, 99 in 100 with CPE inhibition below about 21%; note: strong numbers were not always called active
Myeloid diff MLP: myeloid differentiation induction. ER-HoxA9 myeloid progenitors, lysozyme-GFP differentiation, flow cytometry. calls only at 10 µM. hit rate 1% among 360,000;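 active = normalized GFP-positive differentiation at or above the plate's own cutoff, the solvent-only control mean plus 3 SD; inconclusive = no clear call, values can overlap the other calls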;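 note: cells exposed to compound for four days before flow analysis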
PMI inhibitors: inhibitors of human PMI, primary screen, biochemical, fluorescence intensity, coupled assay (AID 1209); inhibition, % at 20 µM, or IC50 in µM where a hit was titrated; purified PMI enzyme, coupled fluorescence intensity; higher % means a stronger effect; hit rate 0.42% among 190,000;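 note: plate controls were DMSO vehicle for no effect and wells lacking substrate for full effect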
WT yeast gro inh mutant strain: further read-out of WT yeast gro inh, marked with its call; inhibition, %; mitochondrial fusion phenotypic screen, mutant strain inhibition
Myeloid diff MLP GFP+ MAC1+ %: recorded beside Myeloid diff MLP, whose call it bears; GFP+ MAC1+ double positive, %; measured here: differentiation confirmed by MAC1 staining
Active calls of the source: *; i = inactive; ? = inconclusive; · = no result given; + = active, no number; & = joins results of further samples. Cut-off read from the data, not from the text of the source, unless noted: active = inhibition above about 50%; inactive = the rest. Rows were taken by chance, and some 3.1% of all compounds hit somewhere here.

SMILES	SIAH1 antagonists	PMI inhibition	TNAP activators	Salmonella PhoP GFP	XIAP displacement	WT yeast gro inh	WT yeast gro inh mutant strain	RSV CPE inhibition	Myeloid diff MLP	Myeloid diff MLP GFP+ MAC1+ %	PMI inhibitors
CCc1c(O)nc(SCC(=O)NCc2ccco2)[nH]c1=O	2.5%	0.3%	1.2	-7.7%	-1.7%	-1.1	0.5	-0.5%	i	0.5	4.4%
COC(=O)[C@H](CCSC)NC(=O)NCCc1ccc(F)cc1	0.7%	-4.4%	1.1	-3.8%	-3.8%	-28.5	-38.9	0.7%	i	3.3	-0.9%
Cc1ccc(-n2c(C)nn(-c3ncc(C(F)(F)F)cc3Cl)c2=O)cc1	-0.5%	1.6%	1	25.6%	-4.7%	-1.4	-11.5	3.0%	i	0.4	3.6%
Cn1nc(-c2ccc(Cl)cc2)c2cc(C(=O)NCCN3CCOCC3)sc21	3.1%	-3.6%	1	5.9%	4.3%	17.9	3.9	-1.8%	i	5.3	0.8%
Cc1cccc(OCC(=O)NS(=O)(=O)c2ccc(Br)cc2)c1	-1.8%	·	·	-2.9%	·	·	·	0.6%	i	0.8	·
C#CCOCCOCCOCCNc1nc(N2CCN(C(=O)[C@H](CCCCN)n3cc([C@@H](N)C(C)CC)nn3)CC2)nc(N2CCN(C(=O)[C@H](Cc3cc4ccccc4[nH]3)n3cc([C@@H](N)CC(C)C)nn3)CC2)n1 (stereo partly specified)	1.4%	-13.1%	1.2	11.6%	-4.4%	-2.2	-6.5	-0.3%	i	2.0	-29.7%
COc1ccc(C(=O)NCc2ccc3[nH]c(C)cc3c2)cc1OC	-2.3%	3.2%	1.1	2.3%	-10.7%	-16.0	-21.6	0.0%	i	0.4	-4.1%
COC(=O)c1cnn(-c2ccc(C)c(C)c2)c1-n1cccc1	19.0%	-0.9%	1.1	1.6%	-3.5%	28.8	9.3	0.7%	i	4.5	-2.7%
COc1ccc(C)cc1NC(=O)C(OC(=O)c1ccc([N+](=O)[O-])o1)c1ccccc1 (stereo unspecified)	-3.0%	19.4%	1	14.8%	-5.3%	53.9	32.1	-0.1%	i	0.2	5.5%
C=CCn1c(Cc2cccs2)nnc1SCC(=O)c1cccc(Br)c1	2.8%	-9.3%	1	1.2%	0.1%	-7.5	-38.4	2.0%	i	0.5	-14.6%
C/C(N)=C(/C#N)C(=O)CSc1nnc(Nc2cccc(C)c2)s1	11.2%	-0.6%	1.1	2.0%	-7.8%	-15.4	-6.5	6.3%	i	0.6&1.1	-8.3%
CSC1=NCCN1C(=O)c1ccc2c(c1)OCO2	-2.4%	-3.3%	1.1	1.4%	-5.0%	-1.4	10.2	-0.1%	i	1.1	-3.2%
CCC(=O)N1c2ccc(S(=O)(=O)N3CCN(c4cc(C)ccc4C)CC3)cc2CC1C (stereo unspecified)	9.0%	·	·	-7.9%	·	·	·	1.0%	i	1.5	·
COc1ccc(C2CC(c3cccs3)=NN2c2nc(-c3ccccc3)cs2)cc1OC (stereo unspecified)	9.0%	-105.9%	1.5	13.6%	-1.0%	-6.9	-14.4	3.1%	i	1.5	-55.7%
Cc1ccc(S(=O)(=O)NCCSc2nnnn2-c2ccc(C(N)=O)cc2)cc1	-0.6%	22.5%	1.1	9.2%	-1.1%	13.6	-2.8	0.4%	i	2.3	21.0%
COc1cc(SC)ccc1C(=O)N1CCN(c2ccccc2OC)CC1	7.2%	-5.9%	1.1	3.1%	-4.5%	13.3	8.0	1.2%	?	·	-0.6%
COc1ccc(C2(C(=O)Nc3ccccc3)CCOCC2)cc1	4.6%	4.3%	1.1	-6.6%	-0.1%	-5.7	-18.9	3.8%	i	0.2	3.3%
O=c1oc(-c2ccc(Br)o2)nc2ccccc12	-2.7%	-7.2%	1.1	-8.6%	-9.5%	0.8	-5.9	0.2%	i	0.7	1.5%
Cc1ccsc1CN(C)C(=O)C1CCC(=O)N(CCc2cccc(F)c2)C1 (stereo unspecified)	5.4%	·	·	0.1%	·	·	·	6.9%	i	1.1	·
Cc1cc(C)n(C(=O)CNC(=O)c2ccc(C(C)(C)C)cc2)n1	-1.7%	·	·	-7.0%	·	·	·	1.4%	i	0.4	·
Cc1ccc(N2C(=O)CC(C)CC2=O)cc1	2.5%	·	·	-1.1%	·	·	·	0.8%	i	0.5	·
Cc1cc(=O)oc2c(C)c(OC(C)C(=O)Nc3ccc(N4CCC(C)CC4)cc3)ccc12 (stereo unspecified)	-2.9%	·	·	1.5%	·	·	·	5.7%	?	·	·
O=C(Cn1ccc(=O)[nH]c1=O)Nc1ccc(C(=O)O)c(O)c1	-2.5%	·	·	4.9%	·	·	·	-1.7%	i	0.9	·
C=CCOC(=O)/C(=C\c1ccccc1)NC(=O)c1ccc(C)cc1	1.3%	-1.3%	1	-8.8%	-4.4%	6.6	5.0	4.3%	i	0.3	2.0%
Cc1ccc(CCNC(=O)C2CCC(=O)N2Cc2cccnc2)cc1 (stereo unspecified)	-2.3%	-11.5%	1	0.4%	-6.7%	-7.4	-8.0	0.2%	i	0.2	-5.1%
Other compounds
SMILES	SIAH1 antagonists	PMI inhibition	TNAP activators	Salmonella PhoP GFP	XIAP displacement	WT yeast gro inh	WT yeast gro inh mutant strain	RSV CPE inhibition	Myeloid diff MLP	Myeloid diff MLP GFP+ MAC1+ %	PMI inhibitors
Cc1ccc(C(=O)NC(=S)Nc2cccc3nsnc23)cc1	2.9%	44.5%	1	-20.3%	-5.1%	-2.0	5.6	0.1%	i	0.7	36.2%
CC(C)[C@H](NC(=O)N1c2ccccc2NC(=O)[C@@H]1C(C)C)C(=O)N[C@H](Cc1ccccc1)C(=O)O	-1.0%	·	·	1.9%	·	·	·	1.1%	i	1.5	·
O=C(Cn1nc(Cl)nc1Cl)c1cc2ccccc2oc1=O	-5.1%	-1.7%	1	20.2%	-4.4%	-6.4	4.4	1.1%	i	0.6	-1.0%
CC(/C=N/NC(=O)c1cc(-c2cccnc2)nc2c1c(C)nn2-c1ccccc1)=C\c1ccccc1	0.0%	10.1%	1.1	7.3%	-1.4%	6.7	1.6	4.7%	i	0.9	12.7%
CC1(C)CC(=O)C2=C(C1)OC(/N=C/N1CCCC1)=C(C#N)C2c1ccccc1 (stereo unspecified)	4.5%	·	·	4.6%	·	·	·	1.4%	i	0.4	·
Cc1ccc(N(CC(=O)NCCc2ccccc2)C(=O)CCC(=O)Nc2cc(C)ccn2)cc1	1.5%	·	·	7.0%	·	·	·	-0.3%	i	4.5	·
CS(=O)(=O)N(CC(=O)Nc1ccc2c(c1)OCO2)Cc1ccc(Cl)cc1	1.8%	11.3%	1.2	-3.3%	-3.2%	6.6	8.8	-0.9%	i	0.1	8.3%
CCC1(c2ccccc2)NC(=O)N(CC(=O)NCc2ccccc2OC)C1=O (stereo unspecified)	-3.0%	·	·	2.7%	·	·	·	0.1%	i	0.8	·
O=C(N/N=C1\CCS(=O)(=O)c2ccc(F)cc21)c1ccc(O)cc1	-1.8%	·	·	-1.2%	·	·	·	-0.5%	i	1.0	·
CCOC(=O)Cn1nnc(-c2ccc(SC)cc2)n1	0.3%	9.0%	1.1	4.2%	-0.7%	6.0	1.5	-0.1%	i	0.6	10.5%
O=C1Nc2ccccc2N(O)N1c1ccc(S(=O)(=O)Nc2ccccn2)cc1	1.1%	-7.3%	1.1	2.5%	-4.3%	2.5	-9.0	-0.1%	i	1.0	-15.3%
COC1=C(Nc2ccc(OC)cc2)C(=O)c2ccccc2C1=O	-1.4%	31.8%	0.8	4.4%	-1.2%	11.2	18.9	4.6%	i	1.3	-12.6%
COc1cccc2cc(C(=O)C3=C(O)C(=O)N(c4cc(C)on4)C3c3cccs3)oc12 (stereo unspecified)	-2.6%	·	·	4.3%	·	·	·	1.3%	i	1.3	·
CC(=O)Nc1ccc(NC(=O)C(C)OC(=O)C2CC3C=CC2C3)cc1 (stereo unspecified)	3.8%	-4.1%	1.1	-1.5%	-2.4%	5.3	22.7	5.0%	i	0.7	2.9%
COC(=O)C1C(c2ccc(OC)c(OC)c2)NC(c2ccc(OC)c(OC)c2)C(C(=O)OC)S1(=O)=O (stereo unspecified)	-3.2%	2.5%	1	-3.9%	-1.8%	-3.0	-20.9	1.1%	·	·	4.3%
CC1CCCCC1NC(=O)c1cc2ccccc2o1 (stereo unspecified)	8.5%	-1.7%	1.2	8.1%	-3.8%	-6.1	-23.0	1.0%	i	1.3	-4.8%
Cn1c(=O)c2sccc2n2c(CCCC(=O)Nc3ccccc3)nnc12	0.6%	·	·	3.3%	·	·	·	0.6%	i	0.0	·
CC(C)NC(=O)CC(=O)N/N=C/c1ccccc1F	3.5%	-5.5%	1.1	5.9%	4.0%	3.1	1.3	2.4%	i	0.6	1.2%
Cc1ccc([N+](=O)[O-])cc1NC(=O)CNC1CCCCC1	-2.1%	·	·	2.2%	·	·	·	-0.2%	i	0.7	·
Cc1ccccc1-c1nc(-c2ccc(NC(=O)c3cccs3)cc2)no1	2.7%	7.6%	1.1	1.4%	-2.0%	3.5	-2.4	9.8%	i	1.0	6.3%
O=C(NCc1cccc(F)c1)C1CCC(=O)N(CCCN2CCOCC2)C1 (stereo unspecified)	11.5%	·	·	0.9%	·	·	·	0.3%	i	1.4	·
CCN1C(=O)C2CCCCN2c2ccc(C(=O)NCCOC)cc21 (stereo unspecified)	5.2%	·	·	4.6%	·	·	·	0.2%	i	0.4	·
CCN(CC)S(=O)(=O)c1ccc(N2CCOCC2)c(NC(=O)c2cccc3ccccc23)c1	7.1%	6.9%	1.1	5.2%	-4.4%	-22.5	-10.9	7.1%	·	·	18.1%
CN(C)c1ccc(/C=C/c2nc3ccccc3c(=O)n2-c2ccc(C(=O)O)cc2)cc1	0.4%	·	·	-64.0%	·	·	·	?	+	3.5*	·
CSc1ncc(CN2CCCCC2C(=O)Nc2ccc(Oc3ccccc3)nc2)cn1 (stereo unspecified)	-2.5%	·	·	2.6%	·	·	·	4.7%	i	0.8	·
COCCN1C(=S)NC(c2cccc(C(F)(F)F)c2)C(C(=O)N2CCOCC2)=C1C (stereo unspecified)	6.7%	0.5%	1	-1.8%	0.6%	9.8	11.0	2.3%	i	0.2	4.2%
CC(C)N(c1ccccc1)c1ccc(NC(=O)COC(=O)CCN2C(=O)c3cccc([N+](=O)[O-])c3C2=O)cc1	3.4%	5.5%	0.9	-3.0%	-11.2%	6.2	-8.9	4.1%	i	0.8	13.5%
O=C1CN(c2cc(Cl)cc(Cl)c2)C(=O)CN1/N=C/c1cccnc1	-1.7%	·	·	6.2%	·	·	·	1.4%	i	0.2	·
Cc1cc2c(c(SCC(=O)N(C)c3ccccc3)n1)C(=O)OC2	1.7%	0.5%	1	-1.5%	-4.5%	8.2	-23.4	1.1%	i	0.8	8.1%
Cc1ccnc(NS(=O)(=O)c2ccc(NC(=O)C3CC=CCC3C(=O)O)cc2)n1 (stereo unspecified)	9.6%	14.5%	1.1	-3.2%	-4.1%	-12.9	2.4	1.5%	i	0.2	3.3%

Screening results deposited in PubChem by several laboratories.
